From PubChem BioAssay
Anthrax LF inh2: blocks Bacillus anthracis lethal factor protease. hit rate 0.12% among 360,000. multiplex microsphere protease cleavage assay, LF. inhibition, % at 10 µM. P15917. AID 588501; also: plate controls were buffer without enzyme for full effect and enzyme alone for no effect
Target sequence (P15917 whole entry, looked up): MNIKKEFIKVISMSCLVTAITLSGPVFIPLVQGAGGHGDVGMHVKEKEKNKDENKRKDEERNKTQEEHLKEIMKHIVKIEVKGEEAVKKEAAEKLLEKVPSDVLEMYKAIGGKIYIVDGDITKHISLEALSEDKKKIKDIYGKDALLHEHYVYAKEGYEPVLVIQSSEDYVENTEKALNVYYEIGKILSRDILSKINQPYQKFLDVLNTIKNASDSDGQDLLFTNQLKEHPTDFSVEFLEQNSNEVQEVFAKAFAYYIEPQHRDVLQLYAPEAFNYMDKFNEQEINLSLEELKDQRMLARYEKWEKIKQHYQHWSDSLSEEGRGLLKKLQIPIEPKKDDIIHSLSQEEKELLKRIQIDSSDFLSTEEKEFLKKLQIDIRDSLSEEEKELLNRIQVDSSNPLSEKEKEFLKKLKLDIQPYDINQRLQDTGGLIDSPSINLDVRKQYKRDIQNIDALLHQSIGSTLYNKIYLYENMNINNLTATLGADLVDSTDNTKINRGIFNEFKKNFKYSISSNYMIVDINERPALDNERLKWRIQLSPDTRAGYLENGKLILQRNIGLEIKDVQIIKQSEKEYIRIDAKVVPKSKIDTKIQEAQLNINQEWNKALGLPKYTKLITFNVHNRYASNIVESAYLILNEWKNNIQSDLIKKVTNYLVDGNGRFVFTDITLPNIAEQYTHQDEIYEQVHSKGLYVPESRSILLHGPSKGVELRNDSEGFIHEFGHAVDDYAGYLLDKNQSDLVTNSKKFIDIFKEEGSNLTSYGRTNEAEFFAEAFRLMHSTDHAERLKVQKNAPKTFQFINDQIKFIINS
GDH-TPI inh: GDH-TPI coupled enzyme inhibition counter-screen | GDH-TPI coupled enzyme counterscreen, NADH absorbance | inhibition, % at 4.8 µM | hit rate 1.2% among 360,000 | AID 588335; in the data active = inhibition above about 30%;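 also: 0% = DMSO wells and 100% = wells lacking the enzyme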
Mtb UGM inh: inhibitors of M. tuberculosis UDP-galactopyranose mutase | P9WIQ1 | purified UGM, fluorescence polarization probe displacement | inhibition, % at 10 µM | hit rate 0.06% among 320,000; in the data active = inhibition above about 10%, passing the limit was not always enough; inconclusive = no clear call, values can overlap the other calls
BoNT-F LC inh: blocks Botulinum neurotoxin F light chain protease; Multiplex microsphere protease cleavage assay, flow cytometry; inhibition, % at 10 µM; hit rate 0.22% among 360,000; AID 588497; in the data active = inhibition above about 35%, passing the limit was not always enough; inconclusive = no clear call, values can overlap the other calls; also: plate controls were buffer without enzyme for full effect and enzyme alone for no effect
FBA Mtb inh: Mtb fructose-bisphosphate aldolase inhibition; P9WQA3; purified M. tuberculosis FBA, fluorescence read-out; inhibition, % at 1 µM; hit rate 2.3% among 360,000; AID 588726; in the data active = inhibition above about 27%;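 also: 0% = vehicle and 100% = reference inhibitor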
PfHsp40 yeast: restores yeast growth despite PfHsp40 toxicity | AID 504582 | hit rate 0.68% among 340,000 | growth rescue, % at 12.5 µM | S. cerevisiae expressing PfHsp40, growth rescue, ATP luminescence; in the data active = growth rescue above about 28%, passing the limit was not always enough; inconclusive = no clear call, values can overlap the other calls;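 also: yeast W303a lacking pdr1 and pdr3 grown in galactose medium; growth measured after three days at 30 °C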
Mtb BioA inh: blocks M. tuberculosis BioA enzyme activity; purified M. tuberculosis BioA enzyme, plate reader; inhibition, % at 9.99 µM; hit rate 0.096% among 360,000; AID 602481; in the data active = inhibition above about 40%; inconclusive = no clear call, values can overlap the other calls
FadD28 FP inh: M. tuberculosis FadD28 bisubstrate binding inhibition; FadD28 bisubstrate probe binding, fluorescence polarization; inhibition, % at 12.5 µM; hit rate 0.22% among 360,000; AID 588549; in the data active = inhibition above about 8.5%, passing the limit was not always enough; inconclusive = no clear call, values can overlap the other calls
BoNT A protease: BoNT A light chain protease inhibition; multiplex microsphere protease substrate cleavage, flow cytometry; inhibition, % at 10 µM; hit rate 0.17% among 360,000; AID 588499; also: plate controls were buffer without enzyme for full effect and enzyme alone for no effect
* hit, by the source's call; u = inconclusive; x = no result given. Rule as the data show it, unless noted: active = inhibition above about 30%; inconclusive = no clear call, values can overlap the other calls; inactive = below that. Rows were taken by chance, and some 4.7% of all compounds hit somewhere here.

SMILES	Anthrax LF inh2	GDH-TPI inh	Mtb UGM inh	BoNT-F LC inh	FBA Mtb inh	PfHsp40 yeast	Mtb BioA inh	FadD28 FP inh	BoNT A protease
COc1ccc(C2CC3(O)CC(C#N)(C(=O)N3)C2(C#N)C#N)cc1 (configuration not stated)	-3	-4	-1.0	-12	2	-0.1	x	-2.1	-0.7
COc1ccc(N(C(=O)c2ccco2)C(C(=O)NC2CCCC2)c2ccncc2)cc1OC (configuration not stated)	0	5	-1.6	-2	-3	0.8	-0.6	-4.6	-0.1
CC(C)N(C(=O)Cn1cc(S(=O)(=O)CC(=O)N2CCOCC2)c2ccccc21)C(C)C	0	-1	3.7	-3	-2	-1.1	-0.2	-0.9	-0.7
COc1ccccc1C(=O)N1CCN(Cc2nc(CC3CC3)no2)CC1	-2	3	-0.9	-2	-1	-0.8	-0.7	-0.9	0.4
CCCCCN=C(N)N/N=C/c1c[nH]c2ccc(OC)cc12	-19	-4	-1.3	-42	-1	-2.8	0.2	-1.8	-1.0
COc1cc(C2=NC(CO)(CO)CO2)cc(OC)c1OC	2	6	1.2	0	2	-0.7	1.0	-0.4	0.3
O=C(CNS(=O)(=O)c1ccccc1)N/N=C/c1ccc(O)cc1	3	8	1.0	-1	-1	0.1	x	-3.8	0.2
Cc1cc(C)nc(SCC(=O)n2c3c(c4ccccc42)CCCC3)n1	-5	14	0.9	-7	0	-1.8	-0.3	-1.7	-0.3
CC(Sc1nnc(COc2ccc(Cl)cc2)n1Cc1ccccc1)C(=O)O (configuration not stated)	-4	-2	1.8	-4	0	0.1	x	-4.4	-0.3
CCc1ccc(S(=O)(=O)/N=C2\C=C(NS(=O)(=O)c3ccccc3)C(=O)c3ccccc32)cc1	-22	13	x	-28	-9	-1.2	0.6	0.2	-1.3
CN(CC(=O)NCc1ccncc1)S(=O)(=O)c1ccc2ccccc2c1	4	9	0.2	-4	-1	-0.7	x	-0.4	-1.1
O=C(Cc1ccc(NC(=O)C2CCCN(C(=O)C3CCC3)C2)cc1)Nc1ccc(C(=O)N2CCOCC2)cc1 (configuration not stated)	-6	0	x	-4	-1	-1.0	-1.9	-2.9	-0.3
COCCn1c(SCC(=O)Nc2cc(C)cc(C)c2)nnc1C(C)C	-4	14	-2.0	-6	0	-0.2	0.4	-2.7	-0.2
O=C(CCn1c(=S)oc2ccccc21)Nc1ccccc1Br	5	-7	0.1	-11	-2	-1.0	-1.1	-5.1	0.4
CC(Oc1ccc2c(c1)oc(=O)c1ccccc12)C(=O)NC(Cc1c[nH]c2ccc(O)cc12)C(=O)O (configuration not stated)	2	12	0.0	-15	18	0.8	1.6	0.9	-0.2
CC(C)(CNC(=O)COc1ccccc1Cc1ccccc1)N1CCOCC1	-6	-1	0.4	-5	-2	-0.6	x	-1.5	-1.1
O=C1CCCC(=O)N1c1ccc(Oc2ccc(Cl)cc2)cc1	-2	-1	-2.1	-20	3	0.8	x	0.3	-1.7
O=C(N/N=C/c1cccnc1)c1ccccc1Br	-4	12	-1.4	u	1	-1.9	5.6	3.2	-5.3
COC(=O)c1scc(S(=O)(=O)C(C)(C)C)c1-n1cccc1	2	0	-0.8	13	1	-0.6	x	-0.6	0.1
N/C(=N\c1nc(CSc2ccc(Cl)cc2)cc(=O)[nH]1)Nc1ccccc1C(F)(F)F	-2	-3	-0.8	-2	3	-0.8	x	-1.5	-0.2
Cc1cccc(N2C(=O)C=CC2=O)c1	2	-4	x	2	0	0.8	-0.7	-1.0	-0.2
CN(CC(=O)N1CCCC1)S(=O)(=O)c1ccc(Cl)cc1	-16	1	-1.4	-12	-2	-0.9	-0.1	0.7	-2.6
O=c1sc2ccccc2c(N2CCN(c3ccccc3)CC2)c1[N+](=O)[O-]	-1	-1	3.0	-4	-3	-0.3	x	-2.6	0.3
O=C(O)c1cccc(NC2=C(n3nnc4ccccc43)C(=O)c3ccccc3C2=O)c1	7	2	2.5	-1	-9	1.0	x	-4.1	-0.5
COc1cccc(N2C(=O)C3CCCN3C2c2cccs2)c1 (configuration not stated)	0	-9	2.6	4	0	-0.3	-1.8	-3.6	4.4
COc1ccc(C(=O)N/C(=C\c2ccco2)C(=O)NCCN2CCOCC2)cc1	-5	11	1.8	-8	-3	-1.3	-0.9	-1.7	0.9
N#Cc1ccc(N/N=C/c2ccccc2)c([N+](=O)[O-])c1	-2	4	-3.1	-1	0	-1.3	x	0.7	-0.9
COc1cc(C)c(S(=O)(=O)n2ccc(C)n2)cc1C	-2	-1	0.9	-6	-8	-0.2	-2.0	-5.0	-0.5
Cc1ccc(-c2nn(-c3cccc(F)c3)cc2CN2CCN(c3ccccn3)CC2)o1	-9	18	-4.6	1	8	0.0	17	0.6	0.1
CC(C)NC(=O)c1ccc2c(c1)S(=O)(=O)c1ccccc1C2=O	-8	12	-0.1	-3	1	0.7	-2.0	0.4	0.0
CCOc1ccc(/C=C2\SC(=S)N(N3C(=O)C4CC4C3=O)C2=O)cc1 (configuration not stated)	4	1	-1.1	5	0	-0.5	x	-0.7	3.2
O=C(Nc1ccccn1)C1CCN(S(=O)(=O)c2cccc3nonc23)CC1	1	0	2.2	-8	1	1.0	11	-1.4	-0.5
CCc1nc2c(OCCC3CCCCC3)cccn2c1N(C)C(=O)c1cccs1	4	1	x	-2	-2	x	-1.5	-4.7	0.0
COc1ccc(-c2n[nH]c(C)c2-c2cscn2)c(O)c1	8	0	1.5	-8	0	0.9	-0.4	-3.4	-1.4
O=C(Nc1ccccc1)NN1CC(=O)N(c2ccc(Cl)cc2)CC1=O	-1	2	-0.7	-8	1	-1.1	x	-1.7	0.0
COc1ccc(S(=O)(=O)N(C)CC(=O)N2CCN(c3ccccc3)CC2)cc1	0	16	1.9	0	-1	0.7	-0.3	0.3	0.7
CC(C)C(=O)Nc1ccc(C(=O)CSc2nnc(C3CC3)n2C2CC2)cc1	x	1	-1.3	x	7	-1.2	-1.5	0.2	x
Cc1nnc(SCC(=O)NNC(=O)c2ccc(Br)cc2)n1C	-1	1	0.6	-8	1	-1.4	x	-0.5	-0.7
COCCn1c(-c2ccc(Cl)cc2)nc2oc3cc(OC)ccc3c(=O)c2c1=O	-4	12	0.5	-8	0	x	-0.9	0.3	-1.1
NS(=O)(=O)c1ccc(NC(=O)c2ccc3nccnc3c2)cc1	-25	9	-1.5	u	2	-0.5	-0.1	0.6	-9.2
Cc1ccc2c(c1)NC(=O)C(CC(=O)NCCN(CC(C)C)CC(C)C)O2 (configuration not stated)	-3	12	-1.5	3	4	-0.7	-0.5	-2.2	0.0
Cc1cccc(C)c1NC(=O)CNC(=O)COC(=O)c1ccc(Cl)s1	u	4	1.4	u	-1	-0.5	-1.1	-0.6	-0.8
CC(C)C[C@@H]1CN=C(N)N1C[C@@H]1CCCN1C[C@@H](C(C)C)N1C[C@@H](Cc2ccccc2)N(CCCC2CCCC2)C1=N	0	9	x	-16	3	1.7	0.5	-2.4	-0.3
Cc1cccc(C)c1NC(=O)CCCSc1nnc(-c2ccco2)n1-c1ccccc1	-6	4	1.1	9	-11	0.9	1.2	-3.3	0.7
COc1ccc(N2CCN(C(=O)CN3C(=O)NC4(CCCCC4C)C3=O)CC2)cc1 (configuration not stated)	4	12	-0.4	6	3	-0.4	1.2	-1.5	0.3
CC(=O)Nc1ccc(NC(=O)C(C)Sc2nnc(C3CC3)n2-c2ccccc2)cc1 (configuration not stated)	-14	5	x	2	1	-1.1	x	-0.5	-1.0
CCCCN(Cc1ccccc1)c1ncnc2nc[nH]c12	-5	0	-1.2	-4	3	-0.7	-0.3	0.7	0.2
Cc1ccc2[nH]c3c(N4CCN(Cc5ccccc5)CC4)ncnc3c2c1	-2	12	-0.4	-9	24	-1.0	-0.3	-2.0	0.4
Cc1c(C)c2ccc(OCC(=O)N3CCC(C(=O)O)CC3)cc2oc1=O	-9	8	-1.6	-16	103*	-0.6	-0.9	-1.1	-0.6
COc1ccc(CNC(=O)COC(=O)c2c(-c3c(F)cccc3Cl)noc2C)cc1OC	1	-21	1.5	-8	-2	0.9	0.6	-2.7	0.0
CCOC(=O)c1c(-c2ccc(C)o2)csc1NC(=S)NC(=O)N(C)C	-1	8	-0.1	8	0	16	3.4	-2.6	5.7
COc1ccsc1C(=O)N1CCN(Cc2ccc3c(c2)OCO3)CC1	-1	8	1.7	0	-2	-0.4	-1.2	-0.5	0.3
O=C(Nc1cccc(Oc2c(F)c(F)c(F)c(F)c2F)c1)N1C[C@@H]2C[C@@H](C1)c1cccc(=O)n1C2	2	7	-1.1	6	-2	1.0	-2.3	-2.7	-0.4
CC(C)(C)C(=O)c1cnc(Nc2ccccc2Cl)s1	2	16	0.5	0	1	3.8	-1.3	-5.0	-0.4
COc1ccc(S(=O)(=O)NCc2ccccn2)cc1C	1	5	x	0	-1	x	0.5	-0.7	0.0
COc1ccc(C(=O)N2CCCCC2c2cc(C(=O)NCc3ccccc3)no2)cc1 (configuration not stated)	-2	2	x	0	-4	x	-0.4	-4.7	0.5
Cc1cc(NC2CCCCC2)n2c(n1)nc1ccccc12	0	12	-5.8	0	15	-0.4	x	-0.7	-0.3
CCOC(=O)/C=c1\s/c(=C\c2ccccc2OC)c(=O)n1CC(=O)N1CCOCC1	-3	33*	-3.3	9	1	-1.8	-0.4	-2.6	0.3
CCOc1ccc(N(CC(=O)Nc2nccs2)S(=O)(=O)c2c(C)[nH]c(=O)[nH]c2=O)cc1	0	-6	0.9	0	-3	-1.2	x	-0.7	-0.5
CCCN(Cc1cc2cccc(C)c2[nH]c1=O)S(C)(=O)=O	-2	8	-2.6	2	3	-0.3	-1.8	-0.2	0.0

Reformatted: two of the compounds above
mol | Anthrax LF inh2 | GDH-TPI inh | Mtb UGM inh | BoNT-F LC inh | FBA Mtb inh | PfHsp40 yeast | Mtb BioA inh | FadD28 FP inh | BoNT A protease
COCCn1c(-c2ccc(Cl)cc2)nc2oc3cc(OC)ccc3c(=O)c2c1=O | -4 | 12 | 0.5 | -8 | 0 | x | -0.9 | 0.3 | -1.1
O=C(Nc1ccccn1)C1CCN(S(=O)(=O)c2cccc3nonc23)CC1 | 1 | 0 | 2.2 | -8 | 1 | 1.0 | 11 | -1.4 | -0.5

New compounds follow.
SMILES	Anthrax LF inh2	GDH-TPI inh	Mtb UGM inh	BoNT-F LC inh	FBA Mtb inh	PfHsp40 yeast	Mtb BioA inh	FadD28 FP inh	BoNT A protease
CCOC(=O)c1c(NC(=O)CSc2nnc3c(n2)[nH]c2ccccc23)sc2c1CCN(C)C2	-1	19	-1.3	-18	6	0.1	3.1	-6.5	2.1
COc1ccc(-c2nnc(-c3cccs3)o2)cc1OC	-2	21	-2.3	3	55*	0.6	0.9	-0.4	3.0
COc1ccc(Cl)cc1NC(=O)Nc1ccc(C(=O)N2CCCC2)cc1	1	4	0.0	-8	2	-1.1	-1.0	-3.2	-0.8
O=S(=O)(c1ccc(SCc2ccccc2)nc1)N1CCCCC1	x	6	1.3	x	-1	-0.8	-0.8	-0.2	x
O=C(Nc1cccnc1)c1ccc(NS(=O)(=O)c2cc([N+](=O)[O-])ccc2Cl)cc1	-2	-1	-0.2	-1	3	1.5	2.0	-0.3	-1.3
CCOc1ccccc1C1C(C(=O)OC)=CN(C)C=C1C(=O)OC	1	-8	-1.0	-1	180*	0.0	x	-4.2	0.0
CCCCOc1ccc(C(=O)NCC(=O)OCCCOC(=O)CNC(=O)c2ccc(OCCCC)cc2)cc1	-5	6	x	-1	-3	x	-1.9	-3.0	0.1
O=C(NCc1ccccn1)C(F)(F)C(F)(F)C(=O)NCc1ccccn1	1	13	-0.4	-10	2	-0.6	0.0	-1.4	-0.5
COc1ccc(C(C(=O)NC2CCCCC2)N(C(=O)c2ccco2)c2ccccc2C(C)=O)cc1 (configuration not stated)	-4	-3	0.5	-4	-1	0.3	-1.0	-0.3	-1.2
O=C(NP(=O)(N1CCCC1)N1CCCC1)C1=C(N2CCOCC2)/C(=C/c2cccc([N+](=O)[O-])c2)CC1	-1	8	1.8	3	-3	-0.2	3.8	-18	0.4
C/C=C/c1ccc(OCC(=O)Nc2cc(C(F)(F)F)ccc2N2CCOCC2)c(OC)c1	-3	11	-0.1	-3	1	-0.5	-2.2	-1.5	0.8
